Screening data from PubChem BioAssay.
Statin myotox sup = protects C2C12 myotubes from simvastatin toxicity | ATP luminescence, 48 h; scaled: DMSO 0, geranylgeraniol control 100 | rescue of ATP level, % at 7.49 µM | 0.78% of 330,000 active | AID 602340;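 active = mean ATP rescue above about 67%, or every replicate alone reaching that limit, limit read from the data, passing the limit was not always enough; inconclusive = no clear call, values can overlap the other calls; inactive = mean under the limit and some replicate under it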;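 note: myotubes were challenged with 10 µM simvastatin during compound exposure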
ERAP1 inh = blocks human ERAP1 aminopeptidase activity. inhibition, % at 10.7 µM. 0.15% of 340,000 active. Q9NZ08. AID 652197. recombinant ERAP1, Leu-AMC fluorescence, 60 min;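 active = mean replicate inhibition of at least 30%, or all replicates individually reaching that 30% level; inactive = mean below 30% and not every replicate reaching it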;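 note: 0% = neutral control wells and 100% = L-leucinethiol positive control wells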
S100A4 MyoIIA = S100A4-myosin IIA interaction inhibition. P26447. S100A4/TAMRA-MyoIIA peptide fluorescence polarization. inhibition, % at 10.7 µM. 0.14% of 360,000 active. AID 652163;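 active = mean inhibition of at least 70% across replicates, with every replicate also reaching that level; inconclusive = mean inhibition reaches 70% but some replicates fall short; inactive = mean inhibition below 70%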
Target sequence (P26447 whole entry, looked up): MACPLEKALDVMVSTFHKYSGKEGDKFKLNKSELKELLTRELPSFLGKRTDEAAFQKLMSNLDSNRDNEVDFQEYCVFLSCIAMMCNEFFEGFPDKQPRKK
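Assay system: human S100A4 monomer with TAMRA-labelled myosin IIA peptide / Buffer or medium: Calcium-containing HEPES buffer, pH 7.2 / Reagent: TAMRA-labelled myosin IIA heavy-chain peptide probe, 5 nM / Compound: one dose per compound / Timing: polarization read 5 min after assay mix addition, stable 5–60 min / Benchmarks: neutral control DMSO, positive control TFP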
Xi reactivation = activators of X-chromosome reactivation in mouse fibroblasts | 0.055% of 360,000 active | activation, % at 7.58 µM | AID 743238 | XiGFP mouse fibroblasts, % GFP-positive cells imaging, 3 d; cells co-treated with 5-aza-dC sensitizer; scaled so ellipticine positive control = 100%;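 active = mean normalized replicate activation at least 10% and every replicate at or above 10%; inconclusive = only one of the two criteria met; inactive = mean below 10% and not all replicates reach 10%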;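 note: 0% = median of on-plate neutral control wells and 100% = ellipticine 6 µM median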
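Schedule: 3 d treatment, 15 min room-temperature fixation; system: 68-5-11 XiGFP fibroblast line; buffer or medium: DMEM plus 5-aza-dC sensitizer; control set: ellipticine 6 µM positive control; compound: one concentration, pinned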
Cneo AK release = causes C. neoformans cell lysis; 0.2% of 360,000 active; adenylate kinase release luminescence, 4 h; normalised: neutral wells 0, clomiphene wells 100; lysis activity, % at 15 µM;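 active = mean lysis activity across replicates of at least 80%, whatever share of replicates individually reach that level; inactive = mean lysis activity below 80%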
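Test system: log-phase Cryptococcus neoformans yeast cells. Input: 5 × 10^6 yeast cells/mL. Medium: fresh YPD growth medium. Doses: single dose. Incubation: static 4 h at 37 °C with compound, 1 h detection. Measured by: luminescent adenylate kinase detection reagent. Read-out: signal increase indicating cell lysis. Benchmarks: Clomiphene.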
SIRT5 inh = blocks human SIRT5 desuccinylation of peptide. inhibition, % at 15 µM. 1.1% of 330,000 active. Purified SirT5, succinyl-peptide AMC, trypsin-coupled fluorescence; in the data active = inhibition above about 15%; inconclusive = no clear call, values can overlap the other calls
Target sequence (Q9NXA8 whole entry, looked up): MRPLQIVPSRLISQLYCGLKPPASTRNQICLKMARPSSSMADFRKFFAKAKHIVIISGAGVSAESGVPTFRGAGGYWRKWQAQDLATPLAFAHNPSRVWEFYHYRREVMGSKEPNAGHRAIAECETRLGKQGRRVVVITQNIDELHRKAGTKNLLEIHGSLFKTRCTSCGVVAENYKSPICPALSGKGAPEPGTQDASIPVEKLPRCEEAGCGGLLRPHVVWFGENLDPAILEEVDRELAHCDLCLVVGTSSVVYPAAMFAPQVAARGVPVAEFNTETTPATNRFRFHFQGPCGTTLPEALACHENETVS
LGR2 antag = blocks bursicon-induced cAMP signaling via Drosophila LGR2 | inhibition, % at 9.99 µM | HEK293 LGR2, CRE-luciferase, bursicon-stimulated, 4 h | 0.35% of 380,000 active;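 active = drop in luminescence signal, shown as inhibition above about 50% in the replicate tests, limit read from the data, passing the limit was not always enough; inconclusive = probably only some replicates passing the limit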;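 note: agonist challenge used bursicon conditioned medium at about half maximal strength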
PGC1a acetyl inh = lowers PGC1a acetylation signal in U2OS cells | inhibition, % at 15.6 µM | 0.17% of 350,000 active | AlphaScreen anti-acetyl-lysine; with virally co-expressed GCN5 acetyltransferase;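 active = every replicate shows inhibition of at least 40%; inconclusive = mean inhibition at least 40% but some replicate below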;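 note: 0% = neutral control wells and 100% = positive control wells; some results beyond the cut were filed as inactive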
Starred values were filed as active, the others as inactive; ? = inconclusive; nt = no result given; & = joins results of further samples. Not all compounds are listed. The share of hits here may be higher or lower than overall.

SMILES	Statin myotox sup	ERAP1 inh	S100A4 MyoIIA	Xi reactivation	Cneo AK release	SIRT5 inh	LGR2 antag	PGC1a acetyl inh
O=C(CSC(=S)N1CCCC1)Nc1cc2c(cc1Br)OCCO2	15	-2	3	0.0	-1	0	3	nt
Cc1cccc(NC(=O)c2ccc(COc3ccccc3[N+](=O)[O-])o2)n1	-4	-2	-12	-0.1	nt	-2	-3	nt
CCN(CC(=O)NCc1cccs1)C(=O)c1ccc(OC)c(OC)c1	5	1	4	0.2	2	1	8	0
NC(=NC(=O)c1ccc(OCC(F)(F)F)nc1)c1ccc(Cl)cc1	nt	3	-5	-0.1	-2	-2	-1	-5
Cc1ccc(N=Cc2c(O)n(-c3nccs3)c(=O)c3ccccc23)cc1	nt	0	24	0.9	2	-1	-4	-5
CO[C@H]1CN(C)C(=O)c2cc(NC(=O)c3ccc(F)cc3)ccc2OC[C@@H](C)N(C(=O)CC2CC2)C[C@@H]1C	5	nt	nt	0.3	nt	nt	-5	3
O=C(NCc1ccccc1CN1CCCC1)c1ccc(Cl)c(N2CCCC2=O)c1	1	-2	-5	1.0	0	-1	-35	nt
CCOc1ccc(S(=O)(=O)n2cnc(C)c2)cc1	5	-4	1	0.4	3	-1	-13	0
Cc1cc(NS(=O)(=O)c2ccc(NC(=S)NC(=O)c3ccc(F)cc3Cl)cc2)no1	nt	3	-5	0.1	nt	-1	0	nt
CNC[C@H]1Oc2ccc(NS(=O)(=O)c3ccccc3)cc2CC(=O)N([C@H](C)CO)C[C@@H]1C	-13	1	-8	-0.4	1	-1	-4	1
Cc1ccc(S(=O)(=O)N[C@H]2CC[C@H](CC(=O)NCCN3CCCCC3)O[C@@H]2CO)cc1	-3	1	-12	0.4	-3	3	5	-3
CCCNC(=O)Nc1ccc2c(c1)OC[C@@H](C)N(Cc1ccccc1)C[C@H](C)[C@@H](OC)CN(C)C2=O	17	-2	3	-0.4	1	9	-1	-12

By substructure, the entries above with fluorine (three)
SMILES	Statin myotox sup	ERAP1 inh	S100A4 MyoIIA	Xi reactivation	Cneo AK release	SIRT5 inh	LGR2 antag	PGC1a acetyl inh
NC(=NC(=O)c1ccc(OCC(F)(F)F)nc1)c1ccc(Cl)cc1	nt	3	-5	-0.1	-2	-2	-1	-5
CO[C@H]1CN(C)C(=O)c2cc(NC(=O)c3ccc(F)cc3)ccc2OC[C@@H](C)N(C(=O)CC2CC2)C[C@@H]1C	5	nt	nt	0.3	nt	nt	-5	3
Cc1cc(NS(=O)(=O)c2ccc(NC(=S)NC(=O)c3ccc(F)cc3Cl)cc2)no1	nt	3	-5	0.1	nt	-1	0	nt

(more compounds)
SMILES	Statin myotox sup	ERAP1 inh	S100A4 MyoIIA	Xi reactivation	Cneo AK release	SIRT5 inh	LGR2 antag	PGC1a acetyl inh
CC(C)(C)NC(=O)C(c1cccs1)N(C(=O)c1csnn1)c1ccccc1F (centres undefined)	nt	1	-3	-0.1	nt	-3	-27	nt
O=C(COC(=O)c1ccc2ccccc2n1)NC1CCCCC1	18	1	-1	0.3	1	0	2	5
O=C(C[C@H]1C=C[C@H](NC(=O)Nc2cccc(F)c2)[C@H](CO)O1)NCC1CCCCC1	-3	-2	6	0.2	2	1	18	9
COc1ccccc1NC(=O)CSc1ncc(CO)n1Cc1ccc(F)cc1	9	-1	0	0.4	4	-5	-6	-1
O=C1CC2(CCN(C(=O)c3cccc(Cl)c3)CC2)Oc2ccccc21	-6	1	2	0.0	2	-6	-10	10
COc1ccc(C(C)=O)cc1CN1C(=O)NC(c2ccccc2)(c2ccccc2)C1=O	4	-2	2	0.0	3	-3	11	nt
CCCCn1c(N)c(N(CC)C(=O)c2cnc(C)cn2)c(=O)[nH]c1=O	0	2	3	-0.1	nt	-3	10	2
CCOC(=O)c1c(S(=O)(=O)NCC(=O)Nc2cccc(C)n2)c(C)n(C)c1C	-6	0	10	0.1	6	-2	-23	2
Cc1cccc([N+](=O)[O-])c1C(=O)O	1	-1	?	nt	-3	nt	29	10
Cc1ccc(C)c(NC(=O)CN(C)C(=O)C2CCN(C(=O)Nc3ccccc3)CC2)c1	nt	-1	-3	0.0	nt	-1	-18	nt
Cc1ccc(S(=O)(=O)N(C)C[C@@H]2Oc3ccc(N(C)C)cc3CC(=O)N([C@@H](C)CO)C[C@@H]2C)cc1	-3	2	-1	0.0	3	-6	1	4
O=C(C[C@H]1CC[C@H]2[C@@H](COC[C@H](O)CN2Cc2ccc(F)cc2)O1)NCCc1ccccc1	-5	-1	-18	0.1	-2	-3	2	7
CC(C)C(NC(=O)Cc1ccccc1)C(=O)N1CCN(c2cccc(Cl)c2)CC1 (centres undefined)	-33	0	-5	1.3	0	0	7	10
CCNC(=O)c1ccc(NC(=O)CC2SC(N3CCCC3)=NC2=O)cc1 (centres undefined)	nt	-8	1	0.0	nt	-8	-3	nt
CCCC(=O)N1CCCC(c2nc(-c3cccc(OC)c3)no2)C1 (centres undefined)	nt	2	5	0.1	nt	1	-5	nt
COc1cc(-c2[nH]nc3c2C(c2ccco2)C(C#N)=C(N)O3)cc(OC)c1OC (centres undefined)	nt	9	-5	0.0	nt	0	8	nt
O=C(NC1CCCC1)c1ccc(Cl)c(S(=O)(=O)N2CCOCC2)c1	-4	-1	-1	0.0	5	2	0	nt
CC(=O)Oc1c(-c2ccco2)oc2ccccc2c1=O	nt	1	-4	-0.2	nt	-3	-12	3
O=C(O)CC1(CC(=O)Nc2cccc(C(F)(F)F)c2)CCCC1	nt	-33	1	2.5	3	1	5	-4
C=CCN(CC=C)CCCOc1ccc(C)cc1OC	nt	-1	-8	0.0	nt	15	6	nt
CSc1ccc(C(=O)C2CCCN(C(=O)c3cc4cc(F)ccc4[nH]3)C2)cc1 (centres undefined)	nt	1	1	0.3	nt	2	-20	-16
NC(=O)/C(N=Nc1ccccc1)=N/Nc1ccccc1	3	3	2	0.1	4	nt	nt	0
Cn1cnc(S(=O)(=O)N[C@@H]2C=C[C@@H](CC(=O)Nc3ccccc3)O[C@@H]2CO)c1	-6	-1	-12	0.0	-2	0	12	0
C[C@H]1CCCCO[C@H](CN(C)C(=O)C2CCCCC2)[C@@H](C)CN([C@@H](C)CO)C(=O)c2cc(N(C)C)ccc2O1	27	nt	nt	0.9	nt	nt	15	-6
O=C(Nc1ccc2nn(-c3ccccc3)nc2c1)c1ccc(Br)o1	-69	-1	-9	nt	-1	-2	-20	9
COc1cc(CNCc2ccncc2)ccc1OCC(N)=O	11	2	-10	0.1	3	-2	-4	12
CSCCC1(C(=O)O)NC(c2ccccc2O)C2C(=O)N(C(C)C)C(=O)C21 (centres undefined)	8	nt	-1	-0.2	2	nt	13	-7
C[C@@H]1CN([C@H](C)CO)C(=O)c2cccc(NC(=O)c3ccncc3)c2O[C@@H]1CN(C)C(=O)NC1CCCCC1	34	2	-1	0.3	0	nt	-8	0
C[C@H](CO)N1C[C@H](C)[C@H](CN(C)CC2CCCCC2)Oc2ccc(NS(=O)(=O)c3ccc(Cl)cc3)cc2C1=O	-15	-4	-8	0.7	10	-10	4	nt
Cc1ccc(CNC(=O)CCNC(=O)N2CCn3c2nc2ccccc23)cc1	20	0	9	0.0	-1	1	0	0
COc1cccc(S(=O)(=O)N[C@@H]2CC[C@@H](CCn3cc(-c4ccccn4)nn3)O[C@@H]2CO)c1	-3	3	9	-0.2	1	-2	3	6
CCCCNC(=O)c1cc2cccc([N+](=O)[O-])c2[nH]1	-2	-1	0	0.0	-6	-2	nt	2
COc1cc(N2CCC(O)CC2)ccc1Nc1cc(Nc2ccccc2S(=O)(=O)C(C)C)c2cc[nH]c2n1	nt	nt	-5	0.2	nt	0	21	nt
C[C@H](CO)N1C[C@H](C)[C@H](CN(C)Cc2ccc(F)cc2)Oc2ncc(-c3cccc(C(F)(F)F)c3)cc2C1=O	-49	4	-2	-0.2	-5	-2	0	-17
COc1cccc(C(=O)NCc2nnc(SCC(=O)Nc3nccs3)n2-c2cccc(C)c2)c1	8	-1	0	nt	-1	-8	-2	-6
CC(C)(C)OC(=O)NCCCC[C@@H](C(=O)NCCCCCCCCCCC(=O)N1CCN(C(=O)OC(C)(C)C)CC1)n1cc(CCO)nn1	-4	-1	-2	0.0	2	nt	21	-4
O=C(Nc1ccc(F)cc1)c1c(Cl)nc2ccccn12	-3	-4	-9	0.0	-1	-2	0	-11
C[C@@H]1CN([C@@H](C)CO)S(=O)(=O)c2ccc(Br)cc2O[C@H]1CN(C)C(=O)c1cccc(F)c1	-4	19&1	-1&-8	0.1&-1.0	1	-3&-2	6&-7	-14&-14
CCCC(=O)Nc1cc(=O)n(C)c(=O)n1C	2	-2	-5	0.6	0	-3	-16	1
Cn1cccc1Cc1nnc(SCC(=O)Nc2nccs2)n1CCc1ccccc1	-10	3	10	0.0	0	-4	-4	nt
COc1ccc(CSc2nnnn2-c2ccc(O)cc2)cc1F	29	7	4	0.1	-4	-2	-3	4
Cc1cc(C)n2nc(C(=O)Nc3cccc(S(=O)(=O)N4CCCC4)c3)nc2n1	10	-1	5	0.1	nt	-2	-8	nt
O=C(N[C@H](C(=O)N1CCC[C@H]1C(=O)NCCc1ccccc1Cl)c1ccccc1)c1ccccc1	nt	1	-1	1.0	nt	0	-2	nt
Cc1ccc(C)c(NC(=O)COC(=O)c2nc(Cl)ccc2Cl)c1	-3	-4	-4	-0.1	0	-3	0	3
O=C(c1ccc(F)cc1)C(CN1CCOCC1)c1ccccc1 (centres undefined)	-2	-1	-12	nt	-1	1	58*	60*
CCOC(=O)c1ccc(NC(=S)NCCCn2ccnc2)cc1	-7	-3	-1	0.4	0	-4	7	3
CCCCn1c(-c2ccco2)nc2oc3ccccc3c(=O)c2c1=O	nt	nt	-2	0.0	nt	0	-5	3
CCCNC(=O)[C@@H]1[C@@H](CO)[C@@H]2Cn3c(ccc(-c4ccccc4)c3=O)[C@H]1N2Cc1ccccc1F	1	-1	5	0.0	0	-13	5	nt
Nn1c(Nc2ccc(Cl)cc2)nncc1=O	nt	-9	2	-0.1	nt	4	-4	-3
COc1ccc(S(=O)(=O)N(C)C[C@@H]2OCCCC[C@@H](C)Oc3ccc(NS(C)(=O)=O)cc3C(=O)N([C@@H](C)CO)C[C@H]2C)cc1	nt	1	-25	0.3	0	-7	2	23
COc1ccc(COc2cccc3ccc(C)nc23)cc1F	-6	-2	-17	0.3	1	-4	7	-1
C[C@@H]1CN([C@@H](C)CO)C(=O)c2cc(NC(=O)Nc3cccc4ccccc34)ccc2O[C@@H](C)CCCCO[C@H]1CN(C)C(=O)C1CCCCC1	nt	-4	-21	-0.1	-2	2	0	-7
CCn1c(=S)sc2c(=O)n(CC(=O)Nc3ccc(Cl)cc3)c(C)nc21	-2	-1	-1	0.1	-1	3	-5	6
O=C(c1ccc(NS(=O)(=O)c2ccc3[nH]c(=O)[nH]c3c2)cc1)N1CCCCC1	-2	-2	2	0.0	-6	-4	-6	nt
O=[N+]([O-])c1cc(C(F)(F)F)ccc1N1CCN(S(=O)(=O)c2ccc3c(c2)CCCC3)CC1	nt	1	-3	0.0	-1	-3	2	0
COCC(=O)N[C@@H]1C=C[C@H](CC(=O)NCc2ccc(Cl)cc2)O[C@@H]1CO	4	0	-3	-0.4	10	3	-3	-4
